RAD52 anneal inh: RAD52 DNA annealing inhibitors, primary screen, biochemical, FRET, single point, set 2. recombinant RAD52 DNA annealing, FRET fluorescence. inhibition, % at 18.7 µM. 360,000 compounds, 0.46% hits. AID 651710, 2012;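 active = every replicate showing at least 50% inhibition; inconclusive = mean inhibition at least 50% but not in every replicate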
E-sel inducer: E-selectin induction in HUVECs, primary screen, imaging, HUVEC, immunofluorescence imaging, single point | P16581 | normalized: neutral wells 0, TNF-alpha wells 100 | activation, % at 7.58 µM | 260,000 compounds, 0.37% hits | AID 686992, 2013;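 active = mean E-selectin-positive cell signal at least 10% of the positive control, reached in at least 60% of replicates, without over 20% cell loss; inconclusive = no rule given, readout overlaps actives, possibly toxicity-flagged; inactive = the rest, including those meeting only one limit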;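 also: in these data hits start at about 27%; measured in HUVEC primary endothelial cells; signal is the percent of cells scored E-selectin positive by PE staining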
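System: HUVEC / Compound: single concentration / Signal: immunofluorescence imaging / Read-out: percent E-selectin-positive cells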
RAD54 inh: inhibitors of human RAD54 branch migration, primary screen, biochemical, fluorescence, single point; DNA repair and recombination protein RAD54-like (Homo sapiens), Q92698; RAD54 Holliday junction branch migration, FAM/BHQ fluorescence; inhibition, % at 10.4 µM; 360,000 compounds, 0.14% hits;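 active = mean normalized replicate activity at least 40 and at least half of replicates scoring 40 or more; inconclusive = only one of the two criteria met; inactive = mean below 40 and under half of replicates reaching 40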;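 also: 0% = median of neutral control wells and 100% = median of positive control wells; inhibitors cause a drop in the FAM fluorescence signal; in these data hits start at about 50%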
Target sequence (Q92698 whole entry, looked up): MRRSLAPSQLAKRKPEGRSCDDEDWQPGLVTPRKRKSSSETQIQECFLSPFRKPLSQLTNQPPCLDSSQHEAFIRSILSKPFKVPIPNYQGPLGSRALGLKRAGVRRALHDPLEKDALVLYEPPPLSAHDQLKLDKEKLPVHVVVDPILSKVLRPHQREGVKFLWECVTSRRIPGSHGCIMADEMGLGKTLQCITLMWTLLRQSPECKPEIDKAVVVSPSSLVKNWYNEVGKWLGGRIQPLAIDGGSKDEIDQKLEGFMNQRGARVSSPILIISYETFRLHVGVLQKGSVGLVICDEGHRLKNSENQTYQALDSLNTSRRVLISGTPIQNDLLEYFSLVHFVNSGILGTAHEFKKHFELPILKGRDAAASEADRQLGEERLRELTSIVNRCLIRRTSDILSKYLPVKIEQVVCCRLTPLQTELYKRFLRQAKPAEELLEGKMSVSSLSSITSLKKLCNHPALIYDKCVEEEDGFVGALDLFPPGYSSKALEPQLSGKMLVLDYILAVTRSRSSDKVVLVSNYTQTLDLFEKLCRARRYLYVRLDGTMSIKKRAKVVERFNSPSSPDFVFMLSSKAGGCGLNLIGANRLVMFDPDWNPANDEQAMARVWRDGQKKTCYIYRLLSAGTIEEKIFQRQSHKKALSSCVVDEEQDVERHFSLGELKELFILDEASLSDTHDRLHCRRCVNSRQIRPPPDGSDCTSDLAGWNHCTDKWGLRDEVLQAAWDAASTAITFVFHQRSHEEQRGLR
CFTR F508del cor: F508del CFTR correction, initial screen, CFBE line, single point; AID 720511, 2013; activity (quench increase), % at 7.58 µM; CFBE cells, YFP halide quenching; stimulated with forskolin plus potentiator P3; % fluorescence drop versus neutral controls; 350,000 compounds, 0.36% hits;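 active = mean added fluorescence quench of at least 8% versus neutral control, with both replicates also reaching 8%; inconclusive = only one of the mean or replicate conditions met; inactive = mean below 8% and not both replicates reaching 8%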;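 also: cells transiently co-express mutant CFTR-F508del with the halide-sensitive YFP; corrector assay measuring rescue of mutant channel to the surface after 24 h compound exposure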
Casp6 inh: human caspase-6 inhibitors, primary screen, biochemical, VEID-R110 fluorescence, single point, set 2; P55212; purified caspase-6, Z-VEID-R110 cleavage fluorescence; inhibition, % at 12.5 µM; 350,000 compounds, 0.53% hits;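 active = mean inhibition across replicates at least about 35%, with every replicate also reaching that limit, limit read from the data; inconclusive = only one of the two criteria met; inactive = neither criterion met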;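 also: 0% = median of neutral control wells and 100% = no fluorescence left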
Target sequence (P55212 24-179 limits assumed): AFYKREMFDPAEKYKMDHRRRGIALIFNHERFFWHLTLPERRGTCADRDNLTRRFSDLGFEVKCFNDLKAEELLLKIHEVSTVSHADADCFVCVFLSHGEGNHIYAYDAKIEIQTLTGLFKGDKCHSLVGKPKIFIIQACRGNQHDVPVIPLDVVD
Target sequence (P55212 194-293 limits assumed): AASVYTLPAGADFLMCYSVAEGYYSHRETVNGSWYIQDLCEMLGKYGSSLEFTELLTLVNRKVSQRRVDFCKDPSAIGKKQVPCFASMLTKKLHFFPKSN
XiGFP reactiv: activators of inactive X chromosome reactivation, primary screen, imaging, XiGFP fibroblasts, GFP high-content imaging, set 2; XiGFP mouse fibroblasts, % GFP-positive cells imaging, 3 d; cells co-treated with 5-aza-dC sensitizer; scaled so ellipticine positive control = 100%; activation, % at 7.58 µM; 360,000 compounds, 0.055% hits; AID 743238, 2013;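 active = mean normalized replicate activation at least 10% and every replicate at or above 10%; inconclusive = only one of the two criteria met; inactive = mean below 10% and not all replicates reach 10%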;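 also: 0% = median of on-plate neutral control wells and 100% = ellipticine 6 µM median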
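Assay system: SV40-immortalized XiGFP fibroblast cells, line 68-5-11; buffer or medium: DMEM plus 5-aza-dC sensitizer; compound: one concentration, pinned; timing: compounds 3 days, fix/stain 15 min at room temperature; benchmarks: positive control ellipticine, 6 µM final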
DENV2 CPE rescue: inhibitors of DENV2 cytopathic effect, primary screen, cell-based, plate reader, single concentration; CPE inhibition, % at 9.99 µM; AID 651640, 2012; 350,000 compounds, 1.7% hits; DENV2-infected cells, cytopathic effect rescue; in the data active = CPE inhibition above about 20%, passing the limit was not always enough; inconclusive = no clear call, values can overlap the other calls; tested in BHK-21 cells;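 also: 0% = median of neutral control wells and 100% = median of positive control wells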
INS-1E GSIS act: GLuc luminescence reporter in INS-1E cells, primary screen for activators of glucose-dependent secretion of insulin; AID 743287, 2014; INS-1E GLuc reporter insulin secretion, 2-3 h; activation, % at 16.6 µM; 370,000 compounds, 0.61% hits;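 active = lowest replicate activation of at least 40%, so every replicate reaches that level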;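 also: 0% = median of neutral control wells and 100% = median of IBMX positive control wells; some compounds called inactive have numbers as strong as hits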
* = called active by the depositor; ? = inconclusive; . = not tested or not shown; & = joins results of further samples.

SMILES	RAD52 anneal inh	E-sel inducer	RAD54 inh	CFTR F508del cor	Casp6 inh	XiGFP reactiv	DENV2 CPE rescue	INS-1E GSIS act
O=C(C1CCCCC1)N1CC(=O)N2[C@H](CO)[C@@H](c3ccc(C#CCc4ccccc4)cc3)[C@@H]2C1	-13	0.1	.	-2.2	-1	0.1	17	-3
O=C(COC(=O)c1cccc(S(=O)(=O)N2CCc3ccccc32)c1)Nc1ncc(Cl)cc1Cl	-35	.	.	3.5	3	0.0	7	-14
CCCNC(=O)N1C[C@H](O)COC[C@@H]2O[C@H](CC(=O)OC)CC[C@H]21	-11	0.1	2	-1.3	1	0.3	-2	7
CCCCC(=O)NC(NC(=O)CCCC)c1ccc(OCCC)c(OC)c1	.	-0.1	0	.	.	0.0	.	11
O=C(C[C@@H]1C=C[C@@H](NC(=O)c2ccccc2)[C@H](CO)O1)Nc1ccc(-c2ccccc2)cc1	0	1.0	-4	2.4	-1	0.2	5	6
COc1ccc(C#Cc2ccc3c(c2)[C@@H]2[C@@H](CCN2C(=O)C2CCCC2)[C@@H](CO)N3)cc1	-13	0.3	.	2.7	-2	0.1	?	-21
CCOc1cc(S(=O)(=O)Nc2ccncc2)ccc1F	-13	2.9	7	-0.5	1	0.1	2	21
CCc1ccccc1NC(=O)CSc1nc(C)c(C)o1	1	0.3	2	-2.6	-1	0.0	-8	-2
Cc1ccc(C(=O)NC2CCCCC2)cc1S(=O)(=O)N1CCCC1	-5	.	1	-2.0	-4	0.2	0	27
O=C(CN1CCOCC1)NN=C1CCCCCCCCCCC1	-21	1.3	-3	3.1	-4	0.0	12	28

An excerpt taken from the entries so far, for reference:
SMILES	RAD52 anneal inh	E-sel inducer	RAD54 inh	CFTR F508del cor	Casp6 inh	XiGFP reactiv	DENV2 CPE rescue	INS-1E GSIS act
O=C(C1CCCCC1)N1CC(=O)N2[C@H](CO)[C@@H](c3ccc(C#CCc4ccccc4)cc3)[C@@H]2C1	-13	0.1	.	-2.2	-1	0.1	17	-3
O=C(COC(=O)c1cccc(S(=O)(=O)N2CCc3ccccc32)c1)Nc1ncc(Cl)cc1Cl	-35	.	.	3.5	3	0.0	7	-14
CCCNC(=O)N1C[C@H](O)COC[C@@H]2O[C@H](CC(=O)OC)CC[C@H]21	-11	0.1	2	-1.3	1	0.3	-2	7

(list continues)
SMILES	RAD52 anneal inh	E-sel inducer	RAD54 inh	CFTR F508del cor	Casp6 inh	XiGFP reactiv	DENV2 CPE rescue	INS-1E GSIS act
COc1cccc(COC(=O)C2CCN(S(=O)(=O)c3cccs3)CC2)c1OC	-20	.	-17	-3.5	3	0.3	?	7
CNC[C@H](CC1CCCCC1)NC[C@H](CO)NCC1(c2ccccc2)CC1	-3	-0.1	3	0.8	.	0.1	-3	3
CC(C)NC(=O)N(C)C[C@H]1OCCCC[C@@H](C)Oc2ccc(NC(=O)CCC(F)(F)F)cc2C(=O)N([C@H](C)CO)C[C@H]1C	-2	-0.3	6	0.4	-3	0.1	-3	2
Cc1nc(-c2ccc(F)cc2)c(CC(=O)N(C)CC(=O)Nc2ccccc2Br)s1	3	8.4	-3	-3.5	-160	0.2	-7	-5
Cc1ccccc1NC(=O)c1cc2ccccc2o1	-8	0.3	-1	-1.7	-10	0.0	-5	-12
CCN1[C@@H]2c3ccc(-c4ccc(OC)cc4)c(=O)n3C[C@H]1[C@H](CO)[C@H]2C(=O)NCC1CC1	4	0.4	-11	3.5	5	0.4	16	26
CCCCc1ccc(NC(=S)NCc2cccc(OC)c2)cc1	16	.	-8	0.6	-1	0.0	-2	8
CC(C)(C)NC(=O)C1c2ccccc2Oc2ccccc21	-11	.	3	0.6	22	0.0	5	-4
CCCn1c(C(C)Nc2nc(-c3cc(Cl)c(N)c(Cl)c3)cs2)nc2cc(Cl)c(N3CCCCC3)cc21 (centres undefined)	-38	0.5	-5	4.8	-5	0.3	.	.
O=C(Nc1ccccc1Cl)N1CCCN(c2nc(-c3ccccc3)ns2)CC1	-7	-0.1	1	0.0	-1	0.0	-1	-37
COc1ccc(C2NC(=O)C(C#N)=C(S)N2c2ccc(C)cc2)cc1OC (centres undefined)	-9	.	.	2.7	1	0.1	-2	-23
Cn1c(Cc2csc(N)n2)nnc1SCC(=O)NCc1ccccc1	-19	.	1	-2.7	19	.	-1	2
CN(C)CCC1(c2ccccc2)CCN(C)C1=O (centres undefined)	-7	0.5	10	-2.3	-1	-0.1	1	8
CC1CC(C)CN(C(=O)CSc2nnc(N)s2)C1 (centres undefined)	-2	-0.1	-5	0.8	-1	0.2	8	-1
CC(=O)NNC(=O)CCn1c2c(c3ccccc31)CCCC2	-7	-0.2	-5	-4.0	-2	0.1	0	4
Cc1cc(C)c2c(N)c(C(=O)C(C)(C)C)sc2n1	-23	1.3	-15	-3.6	0	0.4	-1	0
C[C@@H]1CCCCO[C@@H](CN(C)Cc2ccccc2)[C@@H](C)CN([C@H](C)CO)C(=O)c2cc(NS(=O)(=O)c3ccc(F)cc3)ccc2O1	29	.	1	1.4	0	0.1	-4	-1
COc1ccc(NC(=O)c2cnc3n(c2=O)CCS3)cc1OC	35	1.1	-7	-4.2	4	0.1	-1	8
O=C(c1ccc(F)cc1)C1CCN(CCCn2c(=O)[nH]c3ccccc32)CC1	-24	0.1	.	1.2	2	-0.1	8	7
COc1cccc(C2c3[nH]c4ccccc4c3CCN2C(=O)Cn2cncn2)c1OC (centres undefined)	-2	.	-1	0.0	0	0.2	-1	-20
Cc1noc(C)c1NC(=O)Nc1ccc2c(c1)C(=O)N([C@H](C)CO)C[C@@H](C)[C@H](CN(C)Cc1ccc(C(=O)O)cc1)OCCCC[C@H](C)O2	.	0.0	0	5.9	.	0.2	6	22
CCN(CC)C(=O)C1=C(C)N(Cc2ccc(OC)cc2)C(=O)C(CC(=O)NC(c2ccccc2)c2ccccc2)C1 (centres undefined)	-7	-5.1	5	-2.8	3	0.5	10	-39
CC(C)NC(=O)N(C)C[C@H]1Oc2ccc(NC(=O)Cc3ccccc3)cc2C(=O)N([C@@H](C)CO)C[C@@H]1C	-2	.	5	-2.9	1	0.2	16	10
COCCNC(=O)c1nn2c(C(F)(F)F)cc(-c3ccccc3)nc2c1Cl	-5	.	-5	2.2	-1	0.6	0	20
COC(=O)C1=CN(C2CCCCC2)C=C(C(=O)OC)C1c1ccc2c(c1)OCO2	-11	0.0	5	5.2	-1	0.1	.	4
C[C@H]1CN([C@@H](C)CO)C(=O)c2cccc(NC(=O)c3ccncc3)c2O[C@H]1CN(C)Cc1ccc(C(=O)O)cc1	-10	.	-9	-0.3	1	0.2	2	15
CN(CC(=O)Nc1ccccc1Cl)C(=O)COC(=O)CCN1C(=O)C2CC=CCC2C1=O (centres undefined)	-14	0.3	.	0.8	1	-0.1	-13	-5
CN(C)CC(=O)Nc1ccc2c(c1)[C@H]1C[C@@H](CC(=O)NCCc3ccccc3)O[C@H](CO)[C@H]1O2	2	-0.2	-1	-1.0	0	0.0	0	3
COC(=O)C1=C(C)N(Cc2ccco2)C(=O)N[C@@H]1c1ccc(Br)cc1	-5	0.0	-4	2.3	5	0.0	.	.
CCCNC(=O)N(C)C[C@H]1Oc2ncc(C#CCC(C)C)cc2C(=O)N([C@@H](C)CO)C[C@H]1C	-18	0.2	3	-2.2	0	0.1	-4	0
Cc1cc(CNC[C@H]2O[C@@H](n3ccc(=O)[nH]c3=O)[C@H](O)[C@@H]2O)no1	-9	0.2	-12	-0.8	1	0.0	-5	11
O=C(CCc1n[nH]c(=O)[nH]c1=O)Nc1cccc([N+](=O)[O-])c1	4	.	.	-4.2	3	0.0	-8	1
COCCN(CCOC)C(=O)c1ccc(NS(=O)(=O)c2ccc3[nH]c(=O)[nH]c3c2)cc1	-15	0.1	-11	-1.0	-137	0.0	?	1
O=C(CSc1ncnc2scc(-c3ccccc3)c12)NC1CCS(=O)(=O)C1 (centres undefined)	-18	1.7	.	-0.7	1	-0.1	-2	16
Cc1noc(C)c1NC(=O)N(C)C[C@H]1Oc2c(NC(=O)c3ccncc3)cccc2C(=O)N([C@H](C)CO)C[C@@H]1C	6&-13	-8.5&0.0	3&-2	-2.6&-0.8	0&2	0.0&-0.6	-5&-19	20&0
COc1ccc(S(=O)(=O)N2CCCc3nc(-c4ccc(F)cc4)ccc32)cc1	-14	1.7	.	1.7	0	2.1	-6	.
N#C[C@H]1[C@H](c2ccc(C3=CCCCC3)cc2)[C@@H](CO)N1C(=O)CN1CCOCC1	-35	-0.1	3	0.1	-3	0.0	-7	0
C[C@H]1CCCCO[C@@H](CN(C)Cc2ccc(C(=O)O)cc2)[C@@H](C)CN([C@@H](C)CO)C(=O)c2cc(NS(=O)(=O)c3cn(C)cn3)ccc2O1	.	0.2	4	0.8	.	0.3	?	17
CCCC#Cc1ccc2c(c1)O[C@@H](CN(C)C(=O)C1CC1)[C@@H](C)CN([C@@H](C)CO)S2(=O)=O	1	0.7	1	-2.2	0	-0.5	?	-18
Cc1noc(C)c1NC(=O)N(C)C[C@H]1Oc2ccc(NC(=O)Cc3cn(C)c4ccccc34)cc2C(=O)N([C@@H](C)CO)C[C@@H]1C	6	.	-5	-1.1	0	-1.3	5	11
O=C(Nc1ccc(S(=O)(=O)N2CCOCC2)cc1)c1c(F)cccc1F	-12	0.5	11	-1.5	-4	0.0	-5	-4
C[C@H](CO)N1C[C@H](C)[C@@H](CN(C)C)Oc2ccc(NC(=O)CCC(F)(F)F)cc2CC1=O	-2	.	-4	-3.3	3	-0.1	1	20
Cc1ccc(NC(=O)Cn2nc(C(=O)Nc3ccc(C)cc3)ccc2=O)cc1	-11	.	1	-1.6	.	0.3	-2	-11
COc1ccc(/C=C/CN2CCCC(CO)(Cc3cccc(Cl)c3)C2)cc1 (centres undefined)	-33	0.1	-2	0.2	4	0.0	-7	-37
COC(=O)CCC(=O)NNC(=O)Cc1ccccc1	-7	.	.	0.7	-2	0.0	-1	7
O=C(NCc1ccccc1)C1CC(=O)N(C2CCCCCC2)C1 (centres undefined)	2	0.1	-9	1.6	-2	0.0	3	22
O=C(c1ccc(F)cc1)N1CCC(n2nnc3ccccc32)CC1	-4	5.3	.	1.5	-3	0.0	2	-1
COc1ccc(/C=N/NC(=O)c2cc(C)oc2C)cc1OCc1ccccc1	-12	11	1	0.6	0	0.4	1	17
CCC(=O)Nc1ccc2c(c1)OC[C@@H](C)N(CCc1ccccc1)C[C@@H](C)[C@H](OC)CN(C)C2=O	0	-0.2	4	-1.7	.	0.2	0	-29
COc1ccc(N2CCN(C(=O)c3[nH]c(C(F)(F)F)nc3-c3ccccc3)CC2)cc1	-36	2.4	-8	5.3	3	0.0	-1	-11
COc1ccc2[nH]c(=O)c(NC(N)=S)nc2c1	7	.	3	-4.2	5	.	-2	2
